ERAP1 inh: human ERAP1 aminopeptidase inhibitors, primary screen, biochemical, single point, plate reader; Endoplasmic reticulum aminopeptidase 1 (Homo sapiens), Q9NZ08; recombinant ERAP1, Leu-AMC fluorescence, 60 min; inhibition, % at 10.7 µM; hit rate 0.15% among 340,000; AID 652197, 2013;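 active = mean replicate inhibition of at least 30%, or all replicates individually reaching that 30% level; inactive = mean below 30% and not every replicate reaching it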;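 also: 0% = neutral control wells and 100% = L-leucinethiol positive control wells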
Target sequence (Q9NZ08 whole entry, looked up): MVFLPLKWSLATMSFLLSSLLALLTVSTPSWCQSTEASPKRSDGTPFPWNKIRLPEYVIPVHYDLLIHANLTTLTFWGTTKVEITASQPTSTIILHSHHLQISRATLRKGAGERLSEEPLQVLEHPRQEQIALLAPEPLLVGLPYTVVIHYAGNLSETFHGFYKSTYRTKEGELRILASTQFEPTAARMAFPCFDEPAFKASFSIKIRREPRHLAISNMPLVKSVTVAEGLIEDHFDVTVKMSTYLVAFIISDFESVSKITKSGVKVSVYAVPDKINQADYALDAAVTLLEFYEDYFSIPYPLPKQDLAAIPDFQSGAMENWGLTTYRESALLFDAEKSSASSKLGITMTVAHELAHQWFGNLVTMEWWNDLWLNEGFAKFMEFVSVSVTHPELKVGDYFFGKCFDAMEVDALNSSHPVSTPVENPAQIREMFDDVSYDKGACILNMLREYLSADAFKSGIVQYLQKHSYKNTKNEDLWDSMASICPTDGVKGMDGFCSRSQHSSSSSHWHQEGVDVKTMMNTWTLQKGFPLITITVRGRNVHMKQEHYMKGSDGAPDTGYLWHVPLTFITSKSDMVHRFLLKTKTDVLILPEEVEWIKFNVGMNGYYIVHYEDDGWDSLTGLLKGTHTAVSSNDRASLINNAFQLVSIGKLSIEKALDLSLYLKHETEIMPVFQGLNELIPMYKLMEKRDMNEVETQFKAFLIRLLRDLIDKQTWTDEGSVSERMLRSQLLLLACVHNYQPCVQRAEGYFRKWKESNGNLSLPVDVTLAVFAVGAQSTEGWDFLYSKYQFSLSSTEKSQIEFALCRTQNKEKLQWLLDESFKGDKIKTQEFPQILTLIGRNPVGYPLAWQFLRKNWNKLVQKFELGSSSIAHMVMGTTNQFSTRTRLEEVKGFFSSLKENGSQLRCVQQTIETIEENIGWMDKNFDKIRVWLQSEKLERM
LGR2 inh: inhibitors of bursicon-induced LGR2 CRE-luciferase signal, primary screen, cell-based, HEK293, CRE-luciferase reporter, bursicon stimulation; Drosophila bursicon receptor LGR2 (rickets); bursicon-stimulated, 4 h; inhibition, % at 9.99 µM; hit rate 0.35% among 380,000; AID 720647, 2013;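 active = drop in luminescence signal, shown as inhibition above about 50% in the replicate tests, limit read from the data, passing the limit was not always enough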;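 also: agonist challenge used bursicon conditioned medium at about half maximal strength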
Cneo AK release: Cryptococcus neoformans cell lysis inducers, primary screen, AK release luminescence, single concentration | C. neoformans lysis, adenylate kinase release luminescence, 4 h; normalised: neutral wells 0, clomiphene wells 100 | lysis activity, % at 15 µM | hit rate 0.2% among 360,000 | AID 651654, 2012;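 active = mean lysis activity across replicates of at least 80%, whatever share of replicates individually reach that level; inactive = mean lysis activity below 80%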
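Signal: Adenylate kinase release luminescence | Assay system: Log-phase Cryptococcus neoformans yeast cells | Input: Cells at 5 × 10^6 per mL | Buffer or medium: Fresh YPD growth medium | Compound: Single dose | Schedule: Static 4 h at 37 °C with compound, 1 h detection | Controls: Clomiphene | Read-out: Luminescence rise reflecting yeast cell lysis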
SIRT5 inh: SIRT5 desuccinylase inhibitors, primary screen, biochemical, fluorescence imaging, single point, set 5. NAD-dependent protein deacylase sirtuin-5, mitochondrial (Homo sapiens), Q9NXA8. Purified SirT5, succinyl-peptide AMC, trypsin-coupled fluorescence. inhibition, % at 15 µM. hit rate 1.1% among 330,000; in the data active = inhibition above about 15%
XiGFP reactiv: activators of inactive X chromosome reactivation, primary screen, imaging, XiGFP fibroblasts, GFP high-content imaging, set 2; XiGFP mouse fibroblasts, % GFP-positive cells imaging, 3 d; cells co-treated with 5-aza-dC sensitizer; scaled so ellipticine positive control = 100%; activation, % at 7.58 µM; hit rate 0.055% among 360,000;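 active = mean normalized replicate activation at least 10% and every replicate at or above 10%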;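 also: 0% = median of on-plate neutral control wells and 100% = ellipticine 6 µM median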
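System: 68-5-11 XiGFP fibroblast line | Buffer or medium: DMEM containing 5-aza-dC | Compound: Single point | Times: Compounds 3 days, fix/stain 15 min at room temperature | Benchmarks: Positive control ellipticine, 6 µM final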
Statin myotox sup: suppressors of statin myotoxicity in C2C12 myotubes, primary screen, cell-based, single point, plate reader | AID 602340, 2012 | rescue of ATP level, % at 7.49 µM | hit rate 0.78% among 330,000 | C2C12 myotubes + simvastatin, ATP luminescence, 48 h; scaled: DMSO 0, geranylgeraniol control 100;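 active = mean ATP rescue above about 67%, or every replicate alone reaching that limit, limit read from the data, passing the limit was not always enough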;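 also: myotubes were challenged with 10 µM simvastatin during compound exposure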
PGC1a acetyl inh: inhibitors of PGC1a acetylation signal, primary screen, cell-based, U2OS, AlphaScreen, inhibitor mode; hit rate 0.17% among 350,000; AlphaScreen anti-acetyl-lysine; with virally co-expressed GCN5 acetyltransferase; inhibition, % at 15.6 µM;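 active = every replicate shows inhibition of at least 40%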;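 also: 0% = neutral control wells and 100% = positive control wells; some results beyond the cut were filed as inactive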
S100A4 inh HTS: inhibitors of S100A4-myosin IIA peptide binding, primary screen, biochemical, fluorescence polarization, TAMRA-MyoIIA peptide | inhibition, % at 10.7 µM | hit rate 0.14% among 360,000 | Protein S100-A4 (Homo sapiens), P26447;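 active = mean inhibition of at least 70% across replicates, with every replicate also reaching that level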
Target sequence (P26447 whole entry, looked up): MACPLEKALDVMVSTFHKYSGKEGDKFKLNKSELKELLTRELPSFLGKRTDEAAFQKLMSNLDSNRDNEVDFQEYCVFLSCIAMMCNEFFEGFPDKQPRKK
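Material: S100A4 monomer protein / Buffer or medium: 50 mM HEPES pH 7.2, 10 mM CaCl2, 100 mM KCl / Times: 5 min incubation before reading / Benchmarks: neutral control DMSO, positive control TFP / Reagent: labelled myosin peptide probe, 5 nM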
* marks the source's active call; other numbers are inactive results; . = not tested or not shown. The list is partial (hit frequency here may not be typical).

SMILES	ERAP1 inh	LGR2 inh	Cneo AK release	SIRT5 inh	XiGFP reactiv	Statin myotox sup	PGC1a acetyl inh	S100A4 inh HTS
COc1ccnc(Oc2ccc(F)cc2)c1C(=O)N/C=N/OCc1c(Cl)cccc1Cl	.	2	1	.	.	0	-20	.
CCOC(=O)c1cc(C(=O)OCC)cc(-n2cc(O)c(C(=O)OCC)n2)c1	-3	15	0	3	.	8	-19	0
CCc1ccc(NCc2ccc(OC)c(Cn3ccnc3)c2)cc1	4	-6	-3	-1	0.1	-12	2	-5
CC1=CC(C)(C)NC(=O)N1c1ccc(C)cc1	1	26	.	3	0.6	.	-3	1
CCOC(=O)N1CCN(C(=O)COC(=O)c2cccc(S(C)(=O)=O)c2)CC1	-3	2	.	-5	0.2	0	-12	19
CN(C)S(=O)(=O)Oc1ccccc1C(=O)Nc1ccc(F)cc1F	11	3	.	-4	0.4	.	.	-5
CO[C@@H]1CN(C)C(=O)c2cc(NC(=O)c3cccc(F)c3)ccc2OC[C@@H](C)N(C(C)=O)C[C@@H]1C	.	-6	.	.	0.0	-1	4	.
COC(=O)NCC(c1cccnc1)N1CCN(c2ccccc2)CC1 (configuration not stated)	2	-3	-1	-1	-0.1	-5	22	-4
C[C@@H]1CCCCO[C@H](CN(C)S(C)(=O)=O)[C@@H](C)CN([C@@H](C)CO)C(=O)c2cc(NC(=O)Cc3ccccc3)ccc2O1	0	7	-5	0	-0.7	10	-8	1
Cc1ccc(NC(=O)C2CCCN(c3cnccn3)C2)c(C)c1 (configuration not stated)	4	-1	0	-1	0.1	-4	1	-6
Cc1noc(C)c1S(=O)(=O)N(C)C[C@H]1OCCCC[C@@H](C)Oc2ccc(NS(=O)(=O)c3cn(C)cn3)cc2C(=O)N([C@@H](C)CO)C[C@@H]1C	-3	7	0	0	0.5	.	-4	-4
O=C(c1ccccc1)N1CC(=O)N2[C@H](C1)[C@@H](c1ccc(C#CCC3CCCC3)cc1)[C@@H]2CO	0	5	.	7	0.3	.	-7	-5
CCOCCCNC(=S)NCCCNc1nc2cc3c(cc2cc1C#N)OCO3	-24	-4	.	-6	.	.	.	1
CNS(=O)(=O)c1cccc(C(=O)OCC(=O)Nc2ccc(N3CCCCC3)cc2)c1	1	-58	-2	-3	0.0	11	1	-5
N#CCCN(Cc1ccncc1)C(=S)NC1CC2C=CC1C2 (configuration not stated)	2	4	-1	-1	0.1	.	-6	-9

As a short view, part of the list above:
SMILES	ERAP1 inh	LGR2 inh	Cneo AK release	SIRT5 inh	XiGFP reactiv	Statin myotox sup	PGC1a acetyl inh	S100A4 inh HTS
O=C(c1ccccc1)N1CC(=O)N2[C@H](C1)[C@@H](c1ccc(C#CCC3CCCC3)cc1)[C@@H]2CO	0	5	.	7	0.3	.	-7	-5
CCOCCCNC(=S)NCCCNc1nc2cc3c(cc2cc1C#N)OCO3	-24	-4	.	-6	.	.	.	1
CNS(=O)(=O)c1cccc(C(=O)OCC(=O)Nc2ccc(N3CCCCC3)cc2)c1	1	-58	-2	-3	0.0	11	1	-5
N#CCCN(Cc1ccncc1)C(=S)NC1CC2C=CC1C2 (configuration not stated)	2	4	-1	-1	0.1	.	-6	-9

Continuation.
SMILES	ERAP1 inh	LGR2 inh	Cneo AK release	SIRT5 inh	XiGFP reactiv	Statin myotox sup	PGC1a acetyl inh	S100A4 inh HTS
CN(C)CC(=O)N[C@H]1CC[C@@H](CC(=O)NCc2ccccc2F)O[C@H]1CO	0	5	2	-2	0.2	-2	2	-7
CN1CCN(c2ccccc2NC(=O)Cn2ncc3c([nH]c4ccccc43)c2=O)CC1	-3	18	-1	-1	0.1	-9	-4	-3
CCN(CC(=O)NCc1cccs1)S(=O)(=O)c1c(F)cccc1F	-3	-5	-1	-7	0.2	1	-1	0
O=C(Nc1ccccc1)[C@H]1[C@H](CO)[C@H]2Cn3c(ccc(C4=CCCCC4)c3=O)[C@H]2N1Cc1cocn1	4	-1	-2	-1	0.1	64	.	-5
C[C@@H]1CCCCO[C@@H](CN(C)C(=O)NC2CCCCC2)[C@H](C)CN([C@@H](C)CO)C(=O)c2cc(NC(=O)Nc3cccc4ccccc34)ccc2O1	0	24	0	1	0.0	33	-8	-6
CO[C@@H]1CN(C)C(=O)c2ccc(NC(C)=O)cc2OC[C@@H](C)N(C(=O)CN2CCOCC2)C[C@H]1C	-3	.	-4	1	.	-7	-4	5
C[C@@H]1CN([C@H](C)CO)C(=O)c2cccc(NC(=O)NC3CCCCC3)c2O[C@H]1CN(C)S(=O)(=O)c1ccccc1	0	2	3	-1	-1.0	6	-10	-3
CCc1ccc(CN(C)C(=O)C2CCC(=O)N(CCCN3CCCC3=O)C2)cc1 (configuration not stated)	-2	-2	-1	-4	0.5	-1	-7	-22
CC1(C(=O)NS(=O)(=O)c2ccc(C#N)cc2)CCN1C(=O)C1(c2ccccc2)CC1 (configuration not stated)	-2	14	0	0	0.1	4	9	0
CN(C(=O)CCNC(=O)N1CC(=O)Nc2ccccc21)C1CCCCC1	1	2	0	-4	0.0	8	0	1
Cc1ccccc1C(=O)N[C@H](C(=O)N1CCC[C@H]1C(=O)NC1CCCC1)c1ccccc1	-1	11	.	-1	-0.1	.	.	-10
O=C(COC(=O)C1CCN(S(=O)(=O)c2ccc3c(c2)OCCO3)CC1)Nc1ccccc1OC(F)F	.	-2	-5	.	0.1	.	-9	.
O=C(NC(=S)NC1CCSC1=O)c1cccs1 (configuration not stated)	0	5	.	-1	0.1	.	.	3
CN(C)c1ccc(/C=N/Nc2cc(N3CCOCC3)nc(N3CCOCC3)n2)cc1	-1	.	.	0	0.0	.	.	2
CCN(CC(=O)Nc1c(F)cccc1F)C(=O)c1cccc(-n2cnnn2)c1	3	17	2	-1	-0.1	1	-12	-8
CCCCc1nc(SCC(=O)N2CCCCC2)c2c(=O)n(C)c(=O)n(C)c2n1	2	6	-4	1	0.0	15	-4	-2
CCOC(=O)C(C)Sc1nc(=O)n2ccccc2n1 (configuration not stated)	1	6	.	0	0.1	.	6	-8
CO[C@H]1CC[C@@H]2CCOc3c(C#N)cccc3C(=O)N(C)C[C@H](C)C(=O)N(C)C[C@H]1O2	2	13	14	2	0.1	6	0	9
CC(=O)c1ccc(S(=O)(=O)Nc2ccc(C(=O)NCC(c3cccs3)N3CCOCC3)cc2)cc1 (configuration not stated)	1	8	-1	6	0.1	-1	3	1
Cc1ccc(S(=O)(=O)N(C)C[C@H]2Oc3ccc(NC(=O)NC(C)C)cc3C(=O)N([C@H](C)CO)C[C@@H]2C)cc1	-1	-2	7	-1	0.3	-31	3	-19
CC(C(=O)N1CCN(Cc2ccccc2)CC1)n1ncn2cccc2c1=O (configuration not stated)	5	-1	2	1	0.1	-4	-1	-2
CN1CCN(C(=O)C[C@H]2CC[C@@H]3[C@H](COc4ccc(NC(=O)C5CCOCC5)cc4C(=O)N3C)O2)CC1	-1	6	-1	2	0.0	-30	.	-4
CCOC(=O)c1sc(S(C)(=O)=O)c2c1CCc1conc1-2	0	1	1	4	-0.1	.	-7	1
Cc1cccc(C)c1NC(=O)N1CCC(C(=O)c2ccc(F)cc2)CC1	-3	-20	2	1	0.0	17	.	1
COc1ccc(CCNCC(=O)Nc2ccc(OC(F)F)cc2)cc1	-2	3	17	.	0.6	-17	.	0
COc1cccc(C(=O)N2CCN(C(=O)c3ccc(-c4ccccc4)cc3)CC2)c1OC	1	12	.	.	0.4	.	-16	-1
C[C@@H]1CN([C@H](C)CO)C(=O)Cc2cc(NC(=O)CCN3CCOCC3)ccc2O[C@H]1CN(C)S(=O)(=O)c1ccc(F)cc1	-2	0	-2	0	0.2	7	2	8
CCCCn1c(N)c(N(CCOC)C(=O)c2cc(-c3ccccc3Cl)nc3ccccc23)c(=O)[nH]c1=O	-1	-9	.	3	-0.1	.	.	-6
C[C@@H]1CN([C@H](C)CO)C(=O)c2ccccc2-c2ccccc2CO[C@@H]1CN(C)S(=O)(=O)c1ccccc1F	.	-1	.	.	-0.5	-3	4	.
Cc1ccc(OCCOCCn2cnc3ccccc3c2=O)c([N+](=O)[O-])c1	2	-19	0	1	-0.1	.	.	-3
O=C(NCc1ccco1)C(=O)NCC1OCCN1S(=O)(=O)c1cc(F)ccc1F (configuration not stated)	-2	-7	.	0	-0.5	-8	-5	-2
C[C@@H]1CN([C@H](C)CO)C(=O)c2cc(-c3cccnc3)cnc2O[C@H]1CN(C)Cc1ccc(Oc2ccccc2)cc1	-2	-54	6	1	-0.4	2	-13	-10
COc1ccc(S(=O)(=O)N(C)C[C@H]2Oc3ccc(NC(=O)C4CCCCC4)cc3CC(=O)N([C@H](C)CO)C[C@H]2C)cc1	-1	-20	-12	2	0.4	-8	6	3
O=C(NNC(=O)c1ccc(Cl)c(Cl)c1)c1cccnc1	11	2	0	2	0.0	-7	.	-16
COc1cccc2c(=O)c(C/C=C(/C)Cl)c(C)[nH]c12	.	.	-1	.	.	8	-1	-7
COCCN=C1OC(=O)N2C(=O)C3=C4[C@@H](C[C@H]5C(=O)N(c6ccccc6)C(=O)[C@H]5[C@H]4[C@@]12Cc1ccccc1)[C@H]1C(=O)N(c2ccccc2)C(=O)[C@H]1[C@H]3C	0	3	2	.	0.0	9	.	-7
Cc1ccc(CNC(=O)CSc2nc3ccccc3[nH]2)cc1	-4	3	-4	-1	0.0	3	6	0
CCc1ccc(N(CC(=O)NC2CCCC2)C(=O)CCC(=O)Nc2cc(C)on2)cc1	-2	-24	-8	.	0.0	36	.	-1
CCN1[C@@H]2c3ccc(-c4ccccc4F)c(=O)n3C[C@H]1[C@H](CO)[C@H]2C(=O)NCc1ccc(F)cc1	-3	-10	0	-4	0.0	22	.	7
CC(C)CNS(=O)(=O)c1ccc(CCC(=O)NCCC2=CCCCC2)cc1	-1	24	-1	-1	0.0	-5	-6	0
COc1cc(NC(=O)Cc2ccc(F)cc2)cc(OC)c1OC	9	7	.	-6	0.1	.	-1	-4
COCCNC(=O)C1CCCN(Cc2ccc(-c3ccccc3)cc2)CC1 (configuration not stated)	1	7	1	-3	0.3	13	13	-1
CC1(OC(=O)C2CCCC2)C(=O)C=C2C=C(c3ccsc3)N(Cc3ccc4c(c3)OCO4)C=C2C1=O (configuration not stated)	-1	-12	-1	.	0.0	10	-8	-5
C[C@@H]1CCCCO[C@H](CN(C)C(=O)Nc2ccc(F)cc2)[C@@H](C)CN([C@@H](C)CO)C(=O)c2cc(NS(=O)(=O)c3cccs3)ccc2O1	2	4	.	.	-0.3	.	-5	0
O=C1NC(=S)NC(=O)C1=Cc1ccccc1C(=O)O	3	-17	0	-3	0.0	5	-12	-1
O=C(Cc1cccc2ccccc12)Nc1cc(Cl)ccc1C(=O)O	-1	21	8	0	0.0	3	-1	-3
Cc1c(C(=O)OCCOC(C)C)[nH]c2c1C(=O)CC(C)(C)C2	-2	0	-3	.	0.1	1	.	2

Assay outcomes deposited in PubChem BioAssay by Broad Institute.
